RAD52 anneal inh: RAD52 DNA annealing inhibitors, primary screen, biochemical, FRET, single point, set 2 | AID 651710, 2012 | recombinant RAD52 DNA annealing, FRET fluorescence | actives 0.46% (n = 360,000) | inhibition, % at 18.7 µM | DNA repair protein RAD52 homolog (Homo sapiens), P43351;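 active means every replicate showing at least 50% inhibition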
Target sequence (P43351 whole entry, looked up): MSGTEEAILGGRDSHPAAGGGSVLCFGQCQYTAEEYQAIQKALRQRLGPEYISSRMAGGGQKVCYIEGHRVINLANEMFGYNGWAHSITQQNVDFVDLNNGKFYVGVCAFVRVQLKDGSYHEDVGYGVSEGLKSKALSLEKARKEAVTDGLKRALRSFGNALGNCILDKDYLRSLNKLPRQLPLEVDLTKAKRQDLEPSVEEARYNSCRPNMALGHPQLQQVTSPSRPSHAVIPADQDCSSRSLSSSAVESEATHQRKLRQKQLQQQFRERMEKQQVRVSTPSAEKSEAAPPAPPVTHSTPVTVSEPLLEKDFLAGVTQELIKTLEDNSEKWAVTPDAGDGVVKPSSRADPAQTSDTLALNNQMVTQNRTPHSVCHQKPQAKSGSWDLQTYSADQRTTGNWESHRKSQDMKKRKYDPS
XiGFP reactiv: activators of inactive X chromosome reactivation, primary screen, imaging, XiGFP fibroblasts, GFP high-content imaging, set 2. activation, % at 7.58 µM. AID 743238, 2013. actives 0.055% (n = 360,000). XiGFP mouse fibroblasts, % GFP-positive cells imaging, 3 d; cells co-treated with 5-aza-dC sensitizer; scaled so ellipticine positive control = 100%;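 active means mean normalized replicate activation at least 10% and every replicate at or above 10%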;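 further: 0% = median of on-plate neutral control wells and 100% = ellipticine 6 µM median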
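System: 68-5-11 XiGFP fibroblast line | Buffer or medium: DMEM containing 5-aza-dC | Compound: Single point | Times: Compounds 3 days, fix/stain 15 min at room temperature | Benchmarks: Positive control ellipticine, 6 µM final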
ARNT TACC3 PPI: disruptors of ARNT/TACC3 protein interaction, primary screen, biochemical, AlphaScreen, single concentration; AID 623870, 2012; Transforming acidic coiled-coil-containing protein 3 (Homo sapiens), Q9Y6A5; inhibition, % at 9.99 µM; AlphaScreen His-ARNT PAS-B/GST-TACC3 binding, luminescence; TACC3 fragment carries E629A point mutation; actives 0.66% (n = 390,000);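 active means mean inhibition of replicates at least 50% and at least half of replicates each reaching 50%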;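 further: 0% = complete ARNT plus TACC3 wells and 100% = ARNT alone without TACC3; many hits fall short of the cut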
RAD54 branch: inhibitors of human RAD54 branch migration, primary screen, biochemical, fluorescence, single point; DNA repair and recombination protein RAD54-like (Homo sapiens), Q92698; RAD54 Holliday junction branch migration, FAM/BHQ fluorescence; inhibition, % at 10.4 µM; actives 0.14% (n = 360,000);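 active means mean normalized replicate activity at least 40 and at least half of replicates scoring 40 or more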;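 further: 0% = median of neutral control wells and 100% = median of positive control wells; inhibitors cause a drop in the FAM fluorescence signal; in these data hits start at about 50%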
esBAF inh: Bmi1 luciferase reporter increase in mESCs, primary screen, esBAF inhibitor project, mouse ES cells, Bmi1 luciferase knock-in, single point; reporter increase, % at 12.5 µM; actives 2% (n = 350,000); 24 h; 100% = twice the neutral-well signal; in the data active means activation above about 40%;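 further: 0% = median of the plate's neutral control wells and 100% = double that signal; a rise in the Bmi1 reporter signal indicates esBAF inhibition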
ERAP1 HTS inh: human ERAP1 aminopeptidase inhibitors, primary screen, biochemical, single point, plate reader | recombinant ERAP1, Leu-AMC fluorescence, 60 min | inhibition, % at 10.7 µM | actives 0.15% (n = 340,000);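 active means mean replicate inhibition of at least 30%, or all replicates individually reaching that 30% level; inactive means mean below 30% and not every replicate reaching it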;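 further: 0% = neutral control wells and 100% = L-leucinethiol positive control wells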
CFTR F508del cor: F508del CFTR correction, initial screen, CFBE line, single point; activity (quench increase), % at 7.58 µM; AID 720511, 2013; actives 0.36% (n = 350,000); CFBE cells, YFP halide quenching; stimulated with forskolin plus potentiator P3; % fluorescence drop versus neutral controls;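 active means mean added fluorescence quench of at least 8% versus neutral control, with both replicates also reaching 8%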;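 further: cells transiently co-express mutant CFTR-F508del with the halide-sensitive YFP; corrector assay measuring rescue of mutant channel to the surface after 24 h compound exposure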
GSIS activator: GLuc luminescence reporter in INS-1E cells, primary screen for activators of glucose-dependent secretion of insulin; INS-1E GLuc reporter insulin secretion, 2-3 h; activation, % at 16.6 µM; actives 0.61% (n = 370,000);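 active means lowest replicate activation of at least 40%, so every replicate reaches that level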;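 further: 0% = median of neutral control wells and 100% = median of IBMX positive control wells; some compounds called inactive have numbers as strong as hits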
Numbers without * were called inactive; / = no result given. Compounds were not picked by outcome; 3.3% or so of the library scored in one or more.

SMILES	RAD52 anneal inh	XiGFP reactiv	ARNT TACC3 PPI	RAD54 branch	esBAF inh	ERAP1 HTS inh	CFTR F508del cor	GSIS activator
CCN1C(=O)[C@H]2[C@@H](c3ccc(C)cc3)N3C(=O)N(c4ccc(C)cc4)C(=O)[C@@]3(Cc3ccc(Cl)cc3)[C@H]2C1=O	-0.9	-0.2	0.1	5.5	4.9	-2.6	1.4	/
CC1CC(=O)Nc2ccccc2N1 (stereo unspecified)	-13.2	0.3	-2.4	-2.2	/	2.0	4.5	8.5
COc1ccc(/C=C/C(=O)NC(=S)NNC(=O)c2cc(OC)c(OC)c(OC)c2)cc1OC	-3.0	0.4	/	-0.5	/	4.9	4.1	-2.9
COc1ccc(-n2c(Cc3cccn3C)nnc2SCC(=O)NCc2ccc(F)cc2)cc1	-83.0	0.2	2.0	-2.5	5.9	0.2	-0.5	-4.1
Cc1ccc(NC(=O)c2ccccc2)cc1OC(=O)c1ccccc1	-10.2	/	21.5	10.3	39.0	2.3	1.5	8.4
COc1ccc(C(C)C)cc1S(=O)(=O)NC1CCCC1	-3.6	0.0	-7.2	-0.6	-4.9	0.6	4.9	16.1
CC(C)N1CCN(Cc2cccs2)CC1CCO (stereo unspecified)	3.2	0.0	-0.3	/	/	-1.7	-3.8	18.6
CCOC(=O)c1sc2cc([N+](=O)[O-])cc(SCCO)c2c1N	-6.7	0.1	-0.4	/	/	-0.7	/	-1.5
O=C(Cc1ccc(F)cc1)Oc1ccc(C(=S)N2CCCC2)cc1	-13.3	0.1	-0.5	-6.7	-2.3	2.2	-3.4	-7.4
O=C(CSc1nnnn1-c1ccc(Cl)cc1)NC1CCS(=O)(=O)C1 (stereo unspecified)	-10.9	0.1	0.1	7.0	-8.9	1.2	3.9	1.3
CCCCc1cc(=O)oc2c(C)c(OCC(=O)NCCN3CCOCC3)ccc12	-16.0	0.0	15.8	-9.9	1.2	-1.3	-1.3	3.3
CCCNC(=O)[C@@H]1[C@@H](CO)[C@@H]2Cn3c(cccc3=O)[C@H]1N2Cc1ccccc1	18.4	0.1	-2.3	5.9	1.2	-0.8	/	5.0
O=C(COC(=O)c1cc(Cl)nc2ccccc12)c1ccc(Cl)cc1	-8.9	0.3	-15.9	-5.7	-5.4	0.4	-2.7	/
COc1ccc(S(=O)(=O)N(C)C[C@H]2OCCCC[C@@H](C)Oc3ccc(NC(=O)Nc4ccccc4)cc3C(=O)N([C@H](C)CO)C[C@@H]2C)cc1	/	0.3	-6.3	-14.2	0.2	/	-2.4	27.3
Cc1cc(Br)c(Oc2cc(NN3CCCCC3)c([N+](=O)[O-])cc2[N+](=O)[O-])c(Br)c1	-25.8	0.0	-3.0	-3.3	6.0	0.7	-0.1	7.6
CCOP(=O)(O)c1ccccc1OCCCCCOc1ccccc1P(=O)(O)OCC	-26.5	/	0.8	-2.2	-4.9	-1.0	1.8	-7.3
CCCC(=O)Nc1ccc2c(c1)C(=O)N(C)[C@H]1CC[C@H](CC(=O)NCC3CCCCC3)O[C@@H]1CO2	-0.5	0.2	-5.2	-13.1	-2.9	1.9	-0.5	-2.9
COc1ccc(C(CNC(=O)c2nn(-c3ccccc3)c(=O)c3ccccc23)N2CCOCC2)cc1 (stereo unspecified)	-7.2	0.3	9.2	-2.8	/	2.5	-4.7	-8.7
C[C@H](NC(=O)C[C@@H]1CC[C@@H]2[C@H](COC[C@@H](O)CN2Cc2ccc(C(F)(F)F)cc2)O1)c1ccccc1	2.5	0.2	-3.5	-2.1	6.2	-1.0	0.2	-3.8
CC1Oc2ccccc2N(CC(=O)NCC2CCCO2)C1=O (stereo unspecified)	-1.9	/	1.2	9.3	-2.4	0.5	/	9.5
CN(c1ccccc1)S(=O)(=O)c1ccc(C(=O)Nc2nccs2)cc1	-3.2	0.1	7.9	3.3	14.2	0.6	-1.8	-4.2
Cc1ccc(C(=O)N/C(=C\c2ccc(Cl)cc2)C(=O)NCCN2CCOCC2)cc1	-4.2	0.0	-0.7	11.5	-4.1	1.6	-3.9	9.2
Cc1ccc(NC(=O)CNCc2ccccc2)cc1Br	-2.2	-0.1	/	-9.1	5.2	-1.2	0.0	-18.2
Cc1ccc([C@@H]2CC(=O)[C@@H]3CN(S(=O)(=O)c4ccc(C)cc4)[C@H](c4ccccc4)C[C@@H]3N2S(=O)(=O)c2ccc(C)cc2)cc1	-14.5	0.1	/	-13.6	-5.6	0.4	4.1	/
CCCCN1CNC(=S)N(CCc2ccccc2)C1	1.4	0.0	6.3	10.2	-5.7	0.6	-1.2	-8.4

The last 2 records of the part before come first, to join the parts.
SMILES	RAD52 anneal inh	XiGFP reactiv	ARNT TACC3 PPI	RAD54 branch	esBAF inh	ERAP1 HTS inh	CFTR F508del cor	GSIS activator
Cc1ccc([C@@H]2CC(=O)[C@@H]3CN(S(=O)(=O)c4ccc(C)cc4)[C@H](c4ccccc4)C[C@@H]3N2S(=O)(=O)c2ccc(C)cc2)cc1	-14.5	0.1	/	-13.6	-5.6	0.4	4.1	/
CCCCN1CNC(=S)N(CCc2ccccc2)C1	1.4	0.0	6.3	10.2	-5.7	0.6	-1.2	-8.4
C/C(=N\NC(=O)C(N)=O)c1ccc2c(c1)OCCO2	-3.1	0.0	/	/	/	0.2	-2.8	5.4
O=C(Nc1cccc(Cl)c1)C1CC1c1ccccc1 (stereo unspecified)	-14.4	-0.1	-10.8	/	/	-1.2	-0.1	6.7
CCOc1ccc(CCNC(=O)CN2C(=O)c3cccnc3Oc3ccc(Cl)cc32)cc1	-15.2	0.0	4.0	4.2	-6.4	-4.0	1.4	-1.8
Cc1ccc(N2C(=O)CC(NNC(=O)Cc3ccc(F)cc3)C2=O)cc1Cl (stereo unspecified)	-1.6	0.8	2.4	6.2	/	/	1.0	2.0
CC(C)C#Cc1ccc2c(c1)O[C@@H](CN(C)C(=O)c1ccncc1)[C@@H](C)CN([C@H](C)CO)S2(=O)=O	8.4	-0.3	-6.1	11.1	-0.8	-5.0	0.5	-2.9
O=C(/C(=N\O)n1cncn1)c1ccc(Cl)cc1Cl	-6.9	0.1	-2.5	/	/	3.1	-0.4	2.4
COC(=O)c1cc(Cl)c(NC(=O)c2ccc(C(C)(C)C)cc2)cc1OC	/	/	4.1	6.0	16.1	/	/	-17.1
CN(C)CCC#CC(O)(c1ccccc1)c1ccccc1	/	1.2	-7.0	8.0	/	/	/	4.8
CC1(C(=O)NS(=O)(=O)c2ccccc2Cl)CCN1C(=O)C1CC1 (stereo unspecified)	-10.8	-0.1	/	-4.2	-6.8	1.8	-0.9	-4.2
COC(=O)Cc1ccc(Oc2ncc(C(F)(F)F)cc2Cl)cc1	-8.6	0.0	-4.1	/	/	-0.5	-0.5	9.7
COc1ccc(C(=O)CC2SC(N)=NC2=O)cc1 (stereo unspecified)	-5.7	0.0	1.1	/	/	-0.9	1.2	1.6
CCCS(=O)(=O)N1CCC(C(=O)c2cccc(C(F)(F)F)c2)CC1	-19.5	/	-30.2	2.0	4.0	-2.0	-0.4	-29.8
CCOC(=O)CSc1nc2c(cnn2-c2ccc(F)cc2)c(=O)[nH]1	-8.2	0.0	-8.1	-4.2	1.0	1.3	1.2	-2.2
CN(C)C(=O)C[C@H]1C=C[C@@H](NC(=O)C2CC2)[C@H](CO)O1	9.8	-0.2	5.5	8.0	0.0	-1.3	-1.0	7.8
COc1ccc(CCC(=O)OCC(=O)NC2CCCC2)cc1OC	-6.3	0.4	/	4.8	1.1	-6.1	0.0	/
O=C(COc1coc(CN2CCc3ccccc3C2)cc1=O)Nc1ccccc1F	0.0	0.0	-2.1	-2.2	-4.9	2.9	-0.2	-6.3
COc1ccc(C)cc1C(=O)CCC(=O)N1CCN(c2ccccc2F)CC1	-2.3	-0.1	0.3	6.9	-6.8	-2.3	1.1	4.4
CCCn1c(SCC(=O)NCc2ccc(F)cc2)n[nH]c1=O	-6.4	0.0	-1.6	/	-7.1	-1.2	-2.8	-0.3
C[C@H](CO)N1C[C@H](C)[C@@H](CN(C)S(C)(=O)=O)Oc2ccc(NC(=O)Nc3cccc4ccccc34)cc2CC1=O	2.9	/	-8.2	6.3	7.5	0.2	3.4	/
CCNC(=O)Nn1c(-c2ccccc2)nc2ccccc2c1=O	/	/	-8.1	5.3	4.7	/	/	-3.4
CN1[C@@H]2Cn3c(ccc(-c4cccc(F)c4)c3=O)[C@H]1[C@@H](C(=O)NCc1ccccc1)[C@@H]2CO	2.4	0.2	-2.8	5.6	4.0	0.4	/	5.0
CCN(CC)C(=O)[C@H]1C[C@H](CC(=O)NCCCN(C)C)C(=O)N2CCc3c([nH]c4cc(-c5ccco5)ccc34)[C@]12C	28.9	0.1	9.2	8.5	3.4	-3.4	-4.9	2.4
CCCNC(=O)C[C@H]1C[C@@H]2c3cc(NC(=O)Nc4ccccc4)ccc3O[C@@H]2[C@@H](CO)O1	/	-0.1	-0.6	-2.6	4.9	/	-0.7	-10.5
CCCCn1c(N)c(N(C(=O)CSc2nnc(C)n2-c2ccccc2)C2CCCC2)c(=O)[nH]c1=O	-12.0	0.4	-1.3	-1.9	-5.0	-2.2	3.1	-1.2
COC(=O)C[C@@H]1C[C@@H]2c3cc(NC(=O)NC4CCCC4)ccc3O[C@@H]2[C@H](CO)O1	-2.1	0.6	-0.9	-2.4	-1.4	0.5	1.1	-0.7

Following part
SMILES	RAD52 anneal inh	XiGFP reactiv	ARNT TACC3 PPI	RAD54 branch	esBAF inh	ERAP1 HTS inh	CFTR F508del cor	GSIS activator
CCCCN(CC)S(=O)(=O)N1CCC(C(=O)NCc2ccc(F)cc2)CC1	2.2	/	-0.6	/	/	5.8	-0.2	-18.8
COC(=O)[C@]1(C)N[C@H](CN(C)S(=O)(=O)c2ccc(C(C)(C)C)cc2)[C@@H]2C(=O)N(C)C(=O)[C@@H]21	-4.4	0.1	1.6	-0.1	-5.4	-3.9	-2.3	/
Cc1ccc(CS(=O)Cc2ccc(C(=O)NC3CCCCC3)o2)cc1 (stereo unspecified)	-3.5	0.1	/	-1.9	-7.7	-5.2	-2.0	-9.0
O=C(Cc1ccc(Cl)cc1)OCc1nnc(-c2ccccc2)o1	-29.4	-0.1	/	-2.5	1.9	1.5	0.6	5.6
Cc1cccn2c(=O)c3cc(S(=O)(=O)c4ccc(Br)cc4)c(=N)n(C4CCCCC4)c3nc12	-36.6	0.0	2.2	-4.1	-4.0	0.2	0.9	14.1
CCCCC/C=C\C/C=C\C/C=C\CCCCC(=O)O	-32.2	0.0	-2.6	3.6	1.4	-1.4	9.0*	/
C[C@@H]1CCCCO[C@H](CN(C)Cc2ccccc2)[C@@H](C)CN([C@@H](C)CO)C(=O)c2cc(NC(=O)Nc3ccc4c(c3)OCO4)ccc2O1	17.4	-0.2	19.1	0.7	5.0	1.7	-1.4	-29.0
O=C(COC(=O)c1ccc(Cl)c(S(=O)(=O)N2CCOCC2)c1)Nc1ccc2[nH]c(=O)[nH]c2c1	-15.0	-0.1	-6.4	5.9	-2.0	5.0	1.2	5.6
COc1ccc(CNC(=O)CSc2nn3c(=O)c(C(C)(C)C)nnc3s2)cc1OC	-36.9	-0.1	-1.2	/	8.4	-1.0	-4.5	1.9
CCN(CC(=O)Nc1c(F)cccc1F)C(=O)CSCC(=O)Nc1ccc(OC)cc1	-4.3	0.0	-3.5	17.1	-4.3	-4.2	3.9	-2.3

Bioassay records deposited in PubChem by Broad Institute.
